Compound activity from PubChem BioAssay.
HIF activator – HIF pathway transcriptional activators, primary screen, cell-based, U2OS HRE-luciferase, luminescence; U2OS HRE-luciferase reporter; normalized: DMSO 0%, desferrioxamine 100%; activation, % at 7.5 µM (by protocol); 0.32% of 300,000 active;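 active means mean activation of at least 10% of the iron chelator positive control signal, with at least half of replicates also reaching 10%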
HDAC3 inh – HDAC3 deacetylase inhibitors, primary screen, biochemical, fluorescence, cell-free homogeneous | recombinant HDAC3, fluorogenic peptide/trypsin coupled | inhibition, % at 8.3 µM | 0.15% of 320,000 active; in the data active means inhibition above about 26%, passing the limit was not always enough
Target sequence (O15379 whole entry, looked up): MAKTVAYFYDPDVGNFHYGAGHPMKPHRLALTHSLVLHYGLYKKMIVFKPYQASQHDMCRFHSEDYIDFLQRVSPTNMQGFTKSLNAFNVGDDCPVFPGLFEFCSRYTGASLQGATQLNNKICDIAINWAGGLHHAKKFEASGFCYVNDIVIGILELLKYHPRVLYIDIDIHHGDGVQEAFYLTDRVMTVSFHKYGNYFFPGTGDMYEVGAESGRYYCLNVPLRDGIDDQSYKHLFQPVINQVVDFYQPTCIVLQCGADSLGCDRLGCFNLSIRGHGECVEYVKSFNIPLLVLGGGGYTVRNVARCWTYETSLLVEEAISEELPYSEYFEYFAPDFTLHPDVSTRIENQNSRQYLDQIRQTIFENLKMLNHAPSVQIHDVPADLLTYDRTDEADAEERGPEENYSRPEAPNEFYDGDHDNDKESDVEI
KLF5 inhibitor – KLF5 expression inhibitors, primary screen, DLD-1 cells, luminescence; DLD-1 KLF5 promoter-luciferase reporter; inhibition, % at 5 µM; 0.23% of 290,000 active;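 active means inhibition above a per-plate limit of that plate's mean compound inhibition plus 3 SD, cut at about 60% in these data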;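 further: 0% = DMSO wells and 100% = LY294002 at 200 µM; higher means less KLF5 promoter-driven luciferase light; inactives centre near -14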
HSP90 refold inh – HSP90 inhibitors, primary screen, cell lysate, luminescence; Heat shock protein HSP 90 (rabbit reticulocyte lysate; luciferase refolding); Rabbit reticulocyte lysate, luciferase refolding luminescence, 3 h; inhibition, % at 5.6 µM; 0.91% of 290,000 active;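 active means inhibition above the screen-wide mean plus 3 SD, computed separately per campaign, cut at about 16% in these data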;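 further: 0% = DMSO wells and 100% = 60 µM geldanamycin wells; inhibitors lower the luminescence because luciferase stays unfolded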
aSyn UTR inh – MLPCN primary screen, SNCA 5' untranslated region; alpha-synuclein 5'UTR reporter, inhibitor activity; AID 1813, 2009; 0.82% of 300,000 active; inhibition, % (tested at 7.5 µM); in the data active means inhibition above about 60%;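 further: H4 neuroglioblastoma cells stably carrying SNCA 5'UTR luciferase fusion; 0% = DMSO wells and 100% = positive control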
IEC-6 cytotox – cytotoxicity in IEC-6 intestinal epithelial cells, primary screen, cytotoxicity control for KLF5 inhibitor project, cell-based, luminescence; inhibition, % at 5 µM; IEC-6 cytotoxicity, luminescence viability; AID 1825, 2009; 0.78% of 290,000 active; in the data active means inhibition above about 22%;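 further: 0% = plate median of test compound wells and 100% = cytotoxic reference compound wells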
Platelet DG rel – inhibitors of platelet dense granule secretion, primary screen, cell-based, MLPCN, human platelets; human platelet-rich plasma, SFLLRN dense granule ATP release, luminescence; inhibition, %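 (compounds screened at 7.5 µM in platelet-rich plasma)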; 0.22% of 300,000 active; AID 1663, 2009;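 active means mean replicate score, as percent of positive control, at or above 50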
AI-2 QS modul – Vibrio harveyi AI-2 quorum sensing modulators, primary screen, JMH597 strain, luminescence/OD600 ratio. 0.4% of 300,000 active. activity change, % at 7.5 µM. AID 2094, 2009. Vibrio harveyi JMH597 AI-2 luminescence/OD600 ratio, 9 h; active compounds read low; strain lacks LuxN and CqsS sensors; 0 = neutral-control median; in the data active means activity change below about -75%, passing the limit was not always enough;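 further: luminescence divided by OD600 gain over 9 h not by final OD600 alone; inactives centre near 13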
HSF1 activator – HSF-1 activators, primary screen, NIH3T3-HGL cells, MG132 stress, luminescence, single point | NIH3T3-HGL HSF-1 luciferase reporter, 8 h; 100% = twice DMSO control signal | activation, % at 9 µM | 1.7% of 300,000 active | AID 504408, 2011;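 active means mean replicate activation of at least 50% with a set share of replicates each reaching 50%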;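 further: 0% = median of the neutral control wells and 100% = twice that signal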
HSF1 inh – HSF1 inhibitors in luciferase reporter cells, primary screen, cell-based, NIH3T3, luminescence; activity change, negative = inhibition, % at 7.5 µM (by protocol); 0.77% of 300,000 active; NIH3T3-HGL HSE-luciferase, MG132-induced, luminescence 8 h; active compounds read low;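 active means more than half of replicate wells show activity change below -50%, luminescence cut by over half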;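 further: luciferase reports HSF-1 transcriptional activity via heat shock element; 0% = median of DMSO wells and -100% = zero luminescence signal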
The depositor's hits bear a star.

Key to letters: A = HIF activator; B = HDAC3 inh; C = KLF5 inhibitor; D = HSP90 refold inh; E = aSyn UTR inh; F = IEC-6 cytotox; G = Platelet DG rel; H = AI-2 QS modul; I = HSF1 activator; J = HSF1 inh
CC1CN(Cc2nc3c(c(=O)n(C)c(=O)n3C)n2CC(O)CO)CC(C)O1 (centres undefined)
  A: 0.3	B: 6.2	C: -2.5	D: -1.1	E: 21.9	F: -3.3	G: 2.1	H: 24.9	I: -20.3	J: -5.7

CC(C(N)=O)N1C(=O)NC2(CCCc3ccccc32)C1=O (centres undefined)
  A: -0.5	B: -1.8	C: 4.8	D: -3.7	E: 5.5	F: -2.0	G: 20.5	H: 40.7	I: -2.9	J: -4.4

COc1cc(CN2CCCC(N3CCc4ccccc4C3)C2)c(Cl)cc1O (centres undefined)
  A: -2.1	B: -3.7	C: -15.6	D: -0.5	E: -13.1	F: -2.2	G: 1.9	H: 4.1	I: 1.2	J: -3.1

CC1CC(C)CN(C(=O)CCn2c(=O)oc3ccccc32)C1 (centres undefined)
  A: 0.1	B: -11.7	C: -70.9	D: -2.3	E: 10.1	F: 0.4	G: -8.9	H: 18.6	I: 39.0	J: 13.2

O=C(Nc1nc2ccccc2[nH]1)c1cccc([N+](=O)[O-])c1
  A: 3.6	B: -3.7	C: -47.2	D: 2.9	E: -250.4	F: 1.4	G: 15.7	H: 24.3	I: 44.9	J: 38.5

Cn1c(=O)n(C)c2cc(S(=O)(=O)NCc3ccccc3)ccc21
  A: 0.0	B: 3.1	C: 5.8	D: 4.2	E: 7.5	F: 4.9	G: 51.7*	H: 9.3	I: 1.9	J: -6.0

A draw from above in order of heavy-atom count, largest number first:
Key to letters: A = HIF activator; B = HDAC3 inh; C = KLF5 inhibitor; D = HSP90 refold inh; E = aSyn UTR inh; F = IEC-6 cytotox; G = Platelet DG rel; H = AI-2 QS modul; I = HSF1 activator; J = HSF1 inh
CC1CN(Cc2nc3c(c(=O)n(C)c(=O)n3C)n2CC(O)CO)CC(C)O1 (centres undefined)
  A: 0.3	B: 6.2	C: -2.5	D: -1.1	E: 21.9	F: -3.3	G: 2.1	H: 24.9	I: -20.3	J: -5.7

Cn1c(=O)n(C)c2cc(S(=O)(=O)NCc3ccccc3)ccc21
  A: 0.0	B: 3.1	C: 5.8	D: 4.2	E: 7.5	F: 4.9	G: 51.7*	H: 9.3	I: 1.9	J: -6.0

CC1CC(C)CN(C(=O)CCn2c(=O)oc3ccccc32)C1 (centres undefined)
  A: 0.1	B: -11.7	C: -70.9	D: -2.3	E: 10.1	F: 0.4	G: -8.9	H: 18.6	I: 39.0	J: 13.2

CC(C(N)=O)N1C(=O)NC2(CCCc3ccccc32)C1=O (centres undefined)
  A: -0.5	B: -1.8	C: 4.8	D: -3.7	E: 5.5	F: -2.0	G: 20.5	H: 40.7	I: -2.9	J: -4.4
